OPRM1-OPRD1 ag: agonists of human mu-delta opioid receptor heterodimerization; P35372+P41143; cells, OPRM1-OPRD1 heterodimerization, luminescence; activation, % at 9.3 µM; 0.3% of 340,000 active; in the data active = activation above about 18%;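 note: 0% = vehicle-treated cells and 100% = reference agonist; values of inactives mirror those of a sister screen read the other way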
HTR5A ag: counter-screen for OPRM1-OPRD1 agonists: human HTR5A agonism | HTR5A agonist assay, luminescence, cell-based | activation, % at 9.3 µM | 0.61% of 340,000 active; in the data active = activation mostly above about 9.5%, no sharp cut-off; inactive = mostly below about 7.6%;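 note: 0% = cells with vehicle only and 100% = reference agonist; strong numbers were not always called active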
Target sequence (P47898 whole entry, looked up): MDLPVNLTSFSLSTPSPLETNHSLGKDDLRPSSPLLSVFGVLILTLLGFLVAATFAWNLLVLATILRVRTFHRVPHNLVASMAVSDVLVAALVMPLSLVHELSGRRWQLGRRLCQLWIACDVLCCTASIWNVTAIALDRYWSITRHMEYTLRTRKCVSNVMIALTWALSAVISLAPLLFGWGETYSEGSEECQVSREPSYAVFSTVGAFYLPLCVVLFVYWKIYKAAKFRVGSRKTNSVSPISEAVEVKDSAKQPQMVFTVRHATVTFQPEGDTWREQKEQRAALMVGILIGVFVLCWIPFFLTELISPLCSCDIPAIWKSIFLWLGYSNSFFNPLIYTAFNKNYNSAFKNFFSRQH
V-ATPase pH: regulators of yeast V-ATPase proton transport; AID 504577; response, % at 10 µM; 0.37% of 350,000 active; S. cerevisiae, pHLuorin cytosolic pH fluorescence; in the data active = response mostly above about 7.3%, no sharp cut-off; inactive = mostly below about 5.4%; note: actives read high; inactives centre near 0; some compounds called inactive have numbers as strong as hits; reference of the scale not given here
DAGLB inhibitor: diacylglycerol lipase beta (human) inhibition; Q8NCG7; HEK293T DAGLB membrane lysate, EnzChek fluorogenic substrate; inhibition, % at 5.17 µM; 0.059% of 340,000 active; AID 504411; in the data active = inhibition above about 34%;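 note: 0% = enzyme with vehicle and 100% = wells lacking enzyme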
Arrestin-AP2 inh: blocks beta-arrestin peptide binding to AP2 adaptin; FITC-arrestin peptide / GST-AP2 beads, flow cytometry; AP2 beta2 appendage carries R879A mutation; inhibition, % at 10 µM; 0.31% of 340,000 active; AID 504490;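 active = inhibition above a set limit, near 3 SD of compounds lacking own fluorescence, cut at about 54% in these data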;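 note: plate controls were DMSO wells for no effect and 5 µM unlabelled arrestin peptide for full effect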
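System: GST-AP2 R879A glutathione beads; medium: PBS, Tween 20 0.05%, BSA 0.1%; reagent: fluorescein-tagged arrestin peptide at 50 nM final; schedule: pre-incubation 12 min, peptide binding 1 h, room temperature; detection: flow cytometry, FL1 (488/535 nm); read-out: inhibition as reduced fluorescein signal on beads, percent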
Pemphigus Ab inh: blocks pemphigus antibody binding to human desmoglein-3. AID 588358. DSG3-coupled beads, scFv-anti-DSG3-GFP binding, flow cytometry; active compounds read low. P32926. binding (percent of control), % at 10 µM. 0.48% of 310,000 active;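 active = binding more than 3 SD below its plate's average and above zero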;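 note: hits lower antibody fragment binding to DSG3; some compounds called inactive have numbers as strong as hits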
HTR5A inv ctr: inverse agonist of human HTR5A in OPRM1-OPRD1 counter-screen; P47898; HTR5A cell line, luminescence, inverse agonism; inhibition, % at 9.3 µM; 0.083% of 340,000 active; AID 504634; in the data active = inhibition mostly above about 23%, no sharp cut-off; inactive = mostly below about 18%;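 note: 0% = cells with DMSO and 100% = no-cell wells with DMSO; some compounds called inactive have numbers as strong as hits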
PKA-R2B act: PKA-R2B complex activation; P22694+P31323; PKA-R2B holoenzyme dissociation, Cy5-IP20 fluorescence polarization; R2B truncated from residue 108, S112A mutant; 0% DMSO only, 100% 113 µM cGMP; activation, % at 11.4 µM; 0.079% of 340,000 active; AID 504700;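 active = activation above a cutoff set at the mean over all compounds plus 3 SD, cut at about 18% in these data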;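 note: higher means more holoenzyme dissociation and a rise in polarization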
Target sequence (P31323 whole entry, looked up, other chains not shown, the tested form may be a part): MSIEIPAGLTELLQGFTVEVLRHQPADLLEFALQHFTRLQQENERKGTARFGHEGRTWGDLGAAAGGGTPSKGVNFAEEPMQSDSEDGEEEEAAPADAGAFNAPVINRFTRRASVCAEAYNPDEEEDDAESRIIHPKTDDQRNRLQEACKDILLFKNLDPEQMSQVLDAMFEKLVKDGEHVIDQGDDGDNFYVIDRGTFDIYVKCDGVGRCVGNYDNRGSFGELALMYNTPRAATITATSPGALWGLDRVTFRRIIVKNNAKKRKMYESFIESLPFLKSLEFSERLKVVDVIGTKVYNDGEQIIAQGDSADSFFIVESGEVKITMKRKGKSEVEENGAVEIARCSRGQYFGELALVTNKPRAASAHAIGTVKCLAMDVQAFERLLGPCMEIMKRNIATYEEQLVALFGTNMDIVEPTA
PKA-R1A activ: PKA-R1A complex activation; 0.083% of 340,000 active; AID 504707; PKA-R1A dissociation, Cy5-IP20 fluorescence polarization; scaled: DMSO 0%, 113 µM cGMP 100%; P00514+P68181; activation, % at 11.4 µM;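 active = percent activation above the mean of all tested compounds plus 3 SD, cut at about 19% in these data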;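 note: higher means more PKAc released from R1A so a rise in polarization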
MOR-DOR inv ag: mu-delta opioid heterodimer inverse agonism; cell-based MOR-DOR heterodimer luminescence; 0.21% of 340,000 active; inhibition, % at 9.3 µM; P35372+P41143; AID 504357; in the data active = inhibition above about 22%, passing the limit was not always enough;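 note: 0% = cells with DMSO and 100% = wells without cells with DMSO; values of inactives mirror those of a sister screen read the other way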
An asterisk follows results filed as active; · = not tested or not shown.

SMILES | OPRM1-OPRD1 ag | HTR5A ag | V-ATPase pH | DAGLB inhibitor | Arrestin-AP2 inh | Pemphigus Ab inh | HTR5A inv ctr | PKA-R2B act | PKA-R1A activ | MOR-DOR inv ag
CC1CC(=O)Nc2ccccc2N1S(=O)(=O)c1ccc(C#N)cc1 (stereo not drawn) | -1.0 | 12 | -2 | 0 | 12 | 112 | -3 | -7 | 0 | 5
CCOc1ccccc1CN1CCN(S(C)(=O)=O)CC1 | -1.4 | -5 | -2 | -1 | 10 | 101 | 14 | 7 | 4 | 8
O=C(Nc1ccc(Cl)c(Cl)c1)c1cccc(S(=O)(=O)NCc2cccnc2)c1 | 1.3 | -2 | -1 | -1 | -2 | 98 | 6 | -7 | -1 | -8
Cc1cc(C)c(C#N)c(SCCS(=O)(=O)Cc2ccccc2)n1 | -3.0 | 0 | 0 | -4 | 2 | · | 6 | -1 | 3 | 14
N#CC1(Nc2ccc(S(N)(=O)=O)cc2)CCCC1 | -2.9 | -2 | -1 | -2 | -12 | · | 7 | 3 | 1 | 14
Cc1cc(C(=O)Nc2c(C)nn(Cc3ccc(F)cc3)c2C)on1 | -2.9 | -1 | 0 | 0 | 3 | 103 | 3 | -13 | -11 | 15
COc1cc(OC)c(C(=O)NCc2cccnc2)cc1OC | -1.8 | -1 | -3 | 0 | 7 | 100 | 2 | 5 | -3 | 8
CC1=NCCN1S(=O)(=O)c1ccccc1[N+](=O)[O-] | 1.2 | -1 | 1 | -1 | 31 | 90 | 2 | -2 | 8 | -8
C#CCN1C=CC(=O)[C@@H](OC(=O)Nc2ccc(C)cc2)[C@H]1c1ccccc1Br | -0.3 | 6 | 1 | -12 | 6 | 98 | -21 | -5 | -4 | 2
CCCc1cc(=O)[nH]c(SCc2cc(=O)oc3cc(C)c(C(C)C)cc23)n1 | -0.2 | 3 | -1 | 2 | 6 | 107 | -36 | -8 | -5 | 1
CN(c1ccccc1C(=O)Nc1ccccc1C(=O)NCc1ccco1)S(C)(=O)=O | -1.5 | 7 | -1 | 0 | 10 | · | -22 | 7 | 7 | 8
CCCCNC(=O)Cn1cnc([N+](=O)[O-])n1 | -1.8 | 4 | 20 | 0 | 1 | 99 | -10 | -1 | -3 | 9
Cc1cc(C(F)(F)F)cc(NNC(=O)NC(=O)c2c(F)cccc2Cl)n1 | -1.1 | -4 | -3 | 2 | 8 | 105 | -12 | 5 | -3 | 6
CC(NC(=O)Cn1nc(-c2ccccc2)c2ccccc2c1=O)c1ccccc1 (stereo not drawn) | -1.1 | -3 | -3 | 0 | 20 | · | -32 | -6 | 1 | 6
COc1cc(O)c(C(CC(=O)N2CCOCC2)c2ccc3c(c2)OCO3)c(OC)c1 (stereo not drawn) | -0.1 | 2 | 7 | -2 | 9 | 100 | -9 | 0 | -11 | 0
C/C(=N/NC(=O)c1ccoc1C)c1ccc(NC(=O)C2CCCC2)cc1 | -1.9 | 0 | -2 | -2 | 11 | 99 | -7 | -12 | 11 | 11
Cc1cccn2c(=O)c(C(=O)NC3CCCCC3C)c(O)nc12 (stereo not drawn) | 4.3 | 5 | -5 | 0 | 13 | 93 | 5 | 2 | 2 | -27
Cc1c(C#N)c(N=CN(C)C)c(C(=O)c2ccccc2)n1-c1ccc(Br)cc1 | -1.8 | -1 | -1 | -5 | -2 | 98 | -1 | -3 | -9 | 10
Cc1cccc(-n2nc3c(c2NC(=O)c2c(F)cccc2F)CS(=O)(=O)C3)c1C | -1.0 | -4 | 2 | 2 | 31 | · | -27 | 7 | 3 | 5
CCn1c(CCNC(=O)c2cccs2)nnc1SCC(=O)Nc1cccc(Cl)c1 | 0.2 | 4 | -4 | -1 | -8 | · | -13 | 11 | -2 | -1
COc1ccc(NC(=O)C2CCN(S(=O)(=O)c3c(C)noc3C)CC2)cc1Cl | -0.3 | 6 | 2 | -4 | 0 | 103 | 1 | 7 | 0 | 2
COc1ccc(NC(=O)CSc2nc3ccccc3c(=O)[nH]2)cc1S(N)(=O)=O | -3.3 | 21* | 2 | 0 | -6 | · | -50 | -21 | -7 | 13
O=C(Cn1nc(C(=O)O)c2ccccc2c1=O)c1cc(F)ccc1F | -4.0 | 3 | 2 | -2 | 33 | 103 | -5 | -8 | 3 | 21
COc1ccc(CCNC(=O)CS(=O)Cc2nc(-c3ccc(C)cc3)oc2C)cc1OC (stereo not drawn) | -0.1 | -4 | 6 | 2 | -7 | 101 | 14 | 6 | 5 | 0
COCC(C)NC(=O)c1cc2cccc([N+](=O)[O-])c2[nH]1 (stereo not drawn) | -1.1 | -3 | 0 | 1 | 4 | 106 | 3 | -8 | 0 | 5
O=[N+]([O-])c1ccc(S(=O)(=O)NCC2COc3ccccc3O2)cc1 (stereo not drawn) | 7.1 | 0 | 2 | -1 | 5 | 97 | -4 | 5 | 4 | -36
O=C(NCCOc1ccccc1)c1ccc2c(c1)OCO2 | -0.5 | -1 | 2 | -3 | 1 | 105 | 17 | 0 | 3 | 3
Cc1ccccc1-n1nc(C)c2cc(C(=O)N3CCN(S(=O)(=O)c4ccc(Cl)cc4)CC3)sc21 | 0.9 | -4 | -1 | -6 | 0 | 112 | 6 | -1 | 5 | -5
O=C1CC(N2CCCN(C3CC(=O)N(c4ccc(F)cc4)C3=O)CC2)C(=O)N1c1ccc(F)cc1 (stereo not drawn) | -4.0 | 3 | -1 | -1 | -6 | · | -2 | -14 | -11 | 17
CN(Cc1ccccc1)Cc1nc2scc(-c3ccccc3)c2c(=O)[nH]1 | 2.3 | 3 | -1 | -3 | 3 | 100 | 7 | -3 | 9 | -12
Cc1occc1-c1n[nH]c(=S)n1CC(C)C | -1.2 | -2 | 0 | -2 | 2 | 103 | -15 | -14 | 1 | 6
CCOC(=O)C1CCN(C(=O)c2ccc(Cl)c(S(=O)(=O)N3CCCC3)c2)CC1 | -1.5 | -2 | 5 | -2 | 0 | 107 | -12 | -2 | 1 | 10
CCCC(=O)Nc1cc(OC)c(NC(=O)NC2CCCCC2)cc1OC | -1.1 | 0 | -2 | -1 | -3 | 106 | -1 | -1 | 0 | 6
Cc1nn(-c2ccccc2)c2nc(C(F)F)cc(C(F)F)c12 | 2.3 | 8 | -1 | -12 | -1 | 108 | -20 | -18 | -11 | -10
CN(Cc1nc2ccccc2c(=O)[nH]1)C(=O)c1cccc(S(=O)(=O)N2CCCCCC2)c1 | -1.6 | 3 | -2 | 0 | 41 | 96 | -12 | -3 | -5 | 8
CCn1nc(CCC(=O)O)c2ccccc2c1=O | -2.5 | -3 | 0 | 0 | -6 | 96 | 0 | -15 | 4 | 13
COc1cc(CN2CCC(CO)(CCOc3ccccc3)CC2)cc(OC)c1OC | -1.2 | -3 | -3 | 7 | 0 | 108 | -8 | 0 | -9 | 8
CCOC(=O)C(C)Sc1ncnc2nc[nH]c12 (stereo not drawn) | -1.0 | 0 | 0 | 0 | 5 | 99 | -1 | 0 | -4 | 6
CC(C)CNS(=O)(=O)c1ccc(CCC(=O)Nc2ccc3c(c2)OCCO3)cc1 | -0.1 | -2 | 0 | 0 | 35 | 103 | -11 | 7 | -2 | 0
NS(=O)(=O)c1ccc(S(=O)(=O)N2CCCC2)cc1 | 0.1 | 10 | -5 | 0 | -6 | · | -10 | -2 | -9 | 0
CC1CCN(c2cc(N3CCOCC3)c(F)cc2[N+](=O)[O-])CC1 | -1.3 | 1 | -1 | 5 | -3 | 96 | -17 | 1 | -7 | 8
CC(=O)Nc1ccccc1NS(=O)(=O)c1ccccc1[N+](=O)[O-] | -1.9 | -2 | -1 | 2 | -2 | 98 | 5 | -6 | -4 | 9
COCC(=O)N1CCN(c2cccc(C(F)(F)F)c2)CC1 | -1.8 | 4 | 4 | -2 | 9 | 98 | -12 | 8 | 1 | 9
Cc1cccc(C(=O)O/N=C(\N)Cc2cccc3ccccc23)c1 | 11 | 3 | -1 | -21 | -17 | 113 | -8 | -5 | -5 | -46
CCOC(=O)C1CCCN(C(=O)CCCn2c(=O)c3cccn3c3cccnc32)C1 (stereo not drawn) | -2.8 | 1 | -4 | 2 | 6 | 98 | -3 | -11 | -6 | 15
O=C(CCc1nc2ccccc2c(=O)[nH]1)NCC(=O)Nc1ccc(F)c(F)c1 | 0.1 | -7 | 0 | 3 | 23 | 105 | 18 | -2 | 3 | -1
CN(Cc1ccccc1)C(=O)c1cccc(N2C(=O)NC3CC2(C)Oc2ccccc23)c1 (stereo not drawn) | 5.6 | 2 | -4 | 1 | 7 | · | 9 | -4 | -4 | -30
COc1ccc(/C=N/N=C2\SC(CC(=O)O)C(=O)N2c2ccccc2)cc1 (stereo not drawn) | -2.0 | 1 | -1 | 0 | -2 | 103 | -44 | 3 | -10 | 11

Arranged by molecular weight (descending): 5 of the compounds above.
SMILES | OPRM1-OPRD1 ag | HTR5A ag | V-ATPase pH | DAGLB inhibitor | Arrestin-AP2 inh | Pemphigus Ab inh | HTR5A inv ctr | PKA-R2B act | PKA-R1A activ | MOR-DOR inv ag
CN(Cc1ccccc1)C(=O)c1cccc(N2C(=O)NC3CC2(C)Oc2ccccc23)c1 (stereo not drawn) | 5.6 | 2 | -4 | 1 | 7 | · | 9 | -4 | -4 | -30
O=C(CCc1nc2ccccc2c(=O)[nH]1)NCC(=O)Nc1ccc(F)c(F)c1 | 0.1 | -7 | 0 | 3 | 23 | 105 | 18 | -2 | 3 | -1
COc1ccc(/C=N/N=C2\SC(CC(=O)O)C(=O)N2c2ccccc2)cc1 (stereo not drawn) | -2.0 | 1 | -1 | 0 | -2 | 103 | -44 | 3 | -10 | 11
CC1CCN(c2cc(N3CCOCC3)c(F)cc2[N+](=O)[O-])CC1 | -1.3 | 1 | -1 | 5 | -3 | 96 | -17 | 1 | -7 | 8
Cc1cccc(C(=O)O/N=C(\N)Cc2cccc3ccccc23)c1 | 11 | 3 | -1 | -21 | -17 | 113 | -8 | -5 | -5 | -46

One compound at a time, as listed above:
Entry for `COc1cc(O)c(C(CC(=O)N2CCOCC2)c2ccc3c(c2)OCO3)c(OC)c1` (stereo not drawn) : OPRM1-OPRD1 ag: -0.1; HTR5A ag: 2; V-ATPase pH: 7; DAGLB inhibitor: -2; Arrestin-AP2 inh: 9; Pemphigus Ab inh: 100; HTR5A inv ctr: -9; PKA-R2B act: 0; PKA-R1A activ: -11; MOR-DOR inv ag: 0
Entry for `CCOc1ccccc1CN1CCN(S(C)(=O)=O)CC1` : OPRM1-OPRD1 ag: -1.4; HTR5A ag: -5; V-ATPase pH: -2; DAGLB inhibitor: -1; Arrestin-AP2 inh: 10; Pemphigus Ab inh: 101; HTR5A inv ctr: 14; PKA-R2B act: 7; PKA-R1A activ: 4; MOR-DOR inv ag: 8
Entry for `CCOC(=O)C(C)Sc1ncnc2nc[nH]c12` (stereo not drawn) : OPRM1-OPRD1 ag: -1.0; HTR5A ag: 0; V-ATPase pH: 0; DAGLB inhibitor: 0; Arrestin-AP2 inh: 5; Pemphigus Ab inh: 99; HTR5A inv ctr: -1; PKA-R2B act: 0; PKA-R1A activ: -4; MOR-DOR inv ag: 6

Rows were taken by chance (roughly 2.4% active in at least one column).
